Bioassay records as filed in PubChem BioAssay.
AHR activator: activators of human aryl hydrocarbon receptor; AHR-responsive luciferase reporter cells, luminescence; activation, % at 5 µM; hit rate 2.5% among 320,000; AID 2796; in the data active means activation above about 47%;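 further: 0% = vehicle wells and 100% = reference agonist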
Target sequence (P35869 whole entry, looked up): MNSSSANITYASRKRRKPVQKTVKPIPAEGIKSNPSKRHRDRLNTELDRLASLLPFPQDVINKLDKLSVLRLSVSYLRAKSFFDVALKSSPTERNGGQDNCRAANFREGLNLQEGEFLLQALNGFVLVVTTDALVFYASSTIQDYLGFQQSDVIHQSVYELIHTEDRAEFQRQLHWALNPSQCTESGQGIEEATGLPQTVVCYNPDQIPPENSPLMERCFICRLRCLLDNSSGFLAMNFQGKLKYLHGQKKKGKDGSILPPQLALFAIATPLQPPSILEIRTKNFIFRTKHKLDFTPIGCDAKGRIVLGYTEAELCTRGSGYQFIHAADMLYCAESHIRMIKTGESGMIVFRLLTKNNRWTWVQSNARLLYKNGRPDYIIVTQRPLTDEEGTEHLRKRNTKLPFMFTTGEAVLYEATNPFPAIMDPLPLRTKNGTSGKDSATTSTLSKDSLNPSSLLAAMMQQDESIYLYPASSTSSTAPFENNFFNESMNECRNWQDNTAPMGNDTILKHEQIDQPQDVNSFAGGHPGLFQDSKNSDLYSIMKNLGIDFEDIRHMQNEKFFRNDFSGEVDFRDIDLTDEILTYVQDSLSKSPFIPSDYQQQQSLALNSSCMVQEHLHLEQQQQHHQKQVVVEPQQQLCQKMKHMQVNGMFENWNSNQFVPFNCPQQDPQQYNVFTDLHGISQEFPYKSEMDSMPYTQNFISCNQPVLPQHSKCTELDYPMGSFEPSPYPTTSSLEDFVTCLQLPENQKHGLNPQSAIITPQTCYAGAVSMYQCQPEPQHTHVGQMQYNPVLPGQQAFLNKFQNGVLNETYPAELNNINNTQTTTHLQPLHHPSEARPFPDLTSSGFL
MEP2 TOR yeast: modulators of TOR pathway MEP2-GFP in S. cerevisiae. S. cerevisiae MEP2-GFP strain, flow cytometry GFP, 3 h; 100% = DMSO control level. GFP response vs DMSO, % at 10 µM. hit rate 0.51% among 330,000. AID 2016;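 active means GFP response versus DMSO above a set limit, roughly screen mean plus 3 SD, cut at about 180% in these data; inconclusive means fewer than 70 cells counted for a yeast strain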;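 further: median GFP fluorescence of the barcode-gated MEP2-GFP cells per well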
AGP1-GFP MLPCN: yeast TOR pathway AGP1-GFP modulation. S. cerevisiae AGP1-GFP multiplex flow cytometry, 3 h; GFP as percent of DMSO wells. GFP response vs DMSO, % at 10 µM. hit rate 0.02% among 320,000. AID 2066;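 active means GFP response relative to DMSO above a set limit, near screen average plus 3 SD, cut at about 150% in these data; inconclusive means fewer than 70 cells counted for the yeast strain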;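 further: median GFP channel fluorescence of the gated AGP1 strain per well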
Efflux pump inh: blocks antifungal efflux pumps in multiplex yeast assay; S. cerevisiae Candida pump triplex, Nile Red efflux; hit rate 0.44% among 330,000; AID 485275; inhibition, % at 10 µM;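 active means plate passing quality check with inhibition over a set limit, or well fluorescence over plate mean plus 4 SD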;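 further: Nile Red retained in pooled yeast measured as flow cytometry median fluorescence; 0% = buffer negative control and 100% = Enniatin B positive control; higher means more Nile Red kept so more efflux inhibition; some compounds called inactive have numbers as strong as hits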
CIT2-GFP yeast: alters CIT2-GFP fluorescence in TOR pathway yeast screen; S. cerevisiae CIT2-GFP strain, flow cytometry, 3 h; 100 means same as DMSO wells; GFP response vs DMSO, % at 10 µM; hit rate 0.065% among 320,000; AID 2029;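 active means GFP response relative to DMSO above a set limit, near the screen mean plus 3 SD, cut at about 150% in these data; inconclusive means Fewer than 70 cells measured for a yeast strain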;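 further: ratio of well median GFP fluorescence to mean of DMSO wells on the plate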
LAP4 TOR yeast: modulators of TOR pathway LAP4-GFP in S. cerevisiae; hit rate 0.34% among 320,000; GFP response vs DMSO, % at 10 µM; S. cerevisiae LAP4-GFP multiplex, flow cytometry GFP, 3 h; median GFP as percent of DMSO wells;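 active means GFP response vs DMSO above a set limit, about the screen mean plus 3 SD, cut at about 150% in these data; inconclusive means under 70 cell events counted for the yeast strain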
Yeast superoxide: yeast age-related superoxide inhibition as caloric restriction mimetic; AID 2690; hit rate 0.18% among 330,000; S. cerevisiae aged cells, superoxide DHE fluorescence; active compounds read low; superoxide response (% of plate mean), % at 10 µM;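 active means superoxide response under a set limit, about three screen SD below normal, cut at about 65% in these data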;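 further: yeast aged for seven days with compound at 30 °C before DHE staining; 100% = average MFI of all compound-treated wells on the plate with controls excluded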
RPL19A-GFP yeast: modulators of TOR pathway RPL19A-GFP in S. cerevisiae | percent response vs DMSO, % at 10 µM | S. cerevisiae RPL19A-GFP strain, flow cytometry, 3 h; active compounds read low | hit rate 0.3% among 330,000;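 active means percent response vs DMSO below 50%; inconclusive means fewer than 70 events counted for the yeast strain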;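 further: median channel GFP fluorescence of the barcoded RPL19A-GFP strain; ratio of sample median GFP to plate DMSO average so 100% = DMSO; lower means less RPL19A-GFP as with rapamycin TOR inhibition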
Starred values were filed as active, the others as inactive; ? = inconclusive; / = not tested or not shown; [ ] = remark or other dose.

SMILES	AHR activator	MEP2 TOR yeast	AGP1-GFP MLPCN	Efflux pump inh	CIT2-GFP yeast	LAP4 TOR yeast	Yeast superoxide	RPL19A-GFP yeast
COc1ccccc1NC(=O)NC1(C(=O)N2CCC(C)CC2)CCCCC1	0	102	99	-0.1	102	97	98	103
COc1ccccc1NC(=O)CSc1nnc(C2CCCCC2)o1	7	95	100	-0.1	105	102	91	98
CCN(CC(=O)NC1CCS(=O)(=O)C1)C(=O)C(c1ccccc1)c1ccccc1 (stereo not drawn)	0	105	102	0.0	93	104	92	99
CCc1ccc(NC(=O)CCc2ccc(C)o2)cc1	0	102	90	-0.3	97	89	93	99
O=C(COC(=O)c1ccncc1)NC(=O)C1CCCCC1	-2	92	/	0.1	97	92	112	91
Cc1c(C(=O)N2CCN(C)CC2)oc2c1C(=O)CC(C)(C)C2	3	212*[may fluoresce violet]	24[may fluoresce violet]	0.1	?	100[may fluoresce violet]	94	63[may fluoresce violet]
CCCC(=O)OCC(=O)c1[nH]c(C)c(C(C)=O)c1C	1	107	114	0.0	103	114	101	107
O=C(CN1CCc2ccccc21)Nc1ccc2c(c1)OCO2	16	116	107	0.0	101	108	97	97
Cc1ccccc1C(=O)Nc1ccc2c(c1)CCCN2C(=O)c1cccs1	-5	103	101	-0.2	99	108	98	100
Cc1cc(NC(=O)NC(=O)c2ccccc2)no1	10	88[may fluoresce red and violet]	81[may fluoresce red and violet]	0.0	?	77[may fluoresce red and violet]	105	?
CCC(C)N1C(=O)c2ccccc2C1C(=O)NC1CCCCCC1 (stereo not drawn)	0	100	107	0.0	98	102	99	97
C[C@@]12C(=O)Nc3ccc(F)cc3C(=O)N1[C@H]1c3ccccc3OC[C@@H]1[C@@H]2c1ccccc1	-1	89	93	-0.2	87	91	111	90
CC(Oc1ccc(Cl)cc1)C(=O)NNC(=S)NC(=O)c1ccco1 (stereo not drawn)	-1	101	102	0.1	112	242*	140	88
COc1cccc(CN2CCN(C(=O)c3ccco3)CC2)c1OC	1	105	98	0.2	97	103	96	95
O=C(Cn1cc(CCO)nn1)N1CCNCC1	0	94	80	-0.1	71	126	103	99
COc1cccc(OCc2nc(-c3ccc(Br)o3)no2)c1	12	97	106	0.0	106	116	102	115
CCOC(=O)C1=C(COC(=O)c2cc(Br)c(Br)s2)NC(=O)NC1C (stereo not drawn)	2	105	107	0.0	102	111	107	100
CN(CC(=O)Nn1cnnc1)S(=O)(=O)c1cc(Cl)ccc1Cl	-1	100	97	0.0	102	94	112	94
COc1ccc(NC(=O)c2cc(C)no2)cc1OC	4	96	105	-0.1	98	101	100	102
COc1ccc(Cl)cc1NC(=O)C1CCCO1 (stereo not drawn)	2	107	102	0.0	99	97	94	103
CS(=O)(=O)c1cccc(-c2nnc(NC(=O)CCS(=O)(=O)c3ccccc3)o2)c1	-1	98	89	-0.1	91	89	100	88
CCN(CC)S(=O)(=O)c1ccc(-c2nnc(SC)o2)cc1	1	99	98	-0.1	102	99	83	100
COc1ccc(Nc2c3c(nc4c(-c5ccccc5)c(C)nn24)CCC3)cc1	-4	116	106	0.1	116	101	100	110
COc1ccc(C(=O)NNC2=NC(C)(C)Cc3cc(C)c(C)cc32)cc1	-2	92	85	0.0	88	94	108	87
O=C1c2ccccc2NC(c2ccncc2)N1c1ccccn1 (stereo not drawn)	2	96	88	0.3	88	80	91	93
Cc1cc(Cl)ccc1NNC(=O)c1cccs1	0	98	103	-0.1	102	106	96	97
O=C(CCCn1c(=O)oc2ccccc21)N1CCc2ccccc2C1	33	84	88	0.0	86	/	107	92
Cc1[nH]c2ccccc2c1C(=O)COC(=O)C1CCC(=O)N1 (stereo not drawn)	10	102	98	-0.1	99	100	98	99
O=C(CN1CCC(n2nnc3cc(F)ccc32)CC1)NCc1ccco1	1	96	98	0.1	81	89	116	92
COc1ccc(CC(=O)NCCc2ccc(Cl)cc2Cl)cc1	1	91	93	0.1	83	97	115	97
CC(C)(C)c1ccc(/C=N/NC(=S)NCc2ccccc2)cc1	28	148	103	-0.3	83	114	103	105
COc1ccc(C(=O)NC2CCN(CC(=O)N3CCCCC3)CC2)cc1	1	109	97	0.2	101	92	92	101
N#Cc1c(Cl)cccc1N1CCCC1	-2	100	97	0.1	96	108	95	97
COc1ccc(N(CC(=O)NCCSc2ccccn2)S(C)(=O)=O)cc1Cl	-2	99	102	-0.1	99	101	97	99
CC(=O)Nc1cccc2c1C(=O)N(c1ccccc1OC(C)=O)C2=O	7	108	98	0.0	94	92	91	99
CCOc1ccc(-n2cc(-c3ccc(OC)c(OC)c3)[nH]c2=S)cc1	9	100	101	0.2	90	115	95	95
CCOc1ccc(NC(=O)c2cc(S(=O)(=O)N3CCOCC3)cn2C)cc1	5	90	90	0.2	86	93	97	93
Cc1cc(C)c2c(n1)nn1c(C)c(CCC(=O)NCc3ccco3)c(C)nc21	12	109	103	0.0	99	98	102	102
Cc1cc(CN2C(=O)c3ccccc3C2=O)on1	-3	106	112	-0.1	105	105	98	105
CCCCS(=O)Cc1ccccc1 (stereo not drawn)	1	101	103	0.0	108	99	91	100
Cc1ccc(NC2CCCN(C(=O)CCc3cn[nH]c3)C2)cc1C (stereo not drawn)	11	104	93	-0.1	99	83	102	109
COc1cc2c(cc1NC(=O)/C=C/c1cc(OC)c(OC)c(OC)c1)oc1ccccc12	88*	102	92	0.7	96	99	93	98
N#CCOc1ccccc1/C=C/c1nc2ccccc2c(=O)[nH]1	62*	243*[may fluoresce violet]	?	-0.1	?	61[may fluoresce violet]	103	24*[may fluoresce violet]
Cc1ccc(CN(C)C(=O)c2cccc(S(=O)(=O)N3CCN(Cc4ccccc4)CC3)c2)o1	0	102	101	0.0	97	106	92	95
CC(C)c1c(O)nc(SCc2ccc(F)cc2)[nH]c1=O	0	111	104	-0.2	120	99	95	103
CCOc1cc2c(cc1OCC)C(c1ccc(F)cc1)NCC2 (stereo not drawn)	3	105	107	0.1	116	112	115	89
CCOC(=O)C(=O)Nc1nnc(Cc2ccc(OC)c(OC)c2)s1	0	105	94	-0.1	97	94	93	97
CCC(C)(C)C1CCc2[nH]nc(C(=O)NCCCNC(=O)OC(C)(C)C)c2C1 (stereo not drawn)	0	104	92	0.2	98	126	99	104
CCc1ccc(C(C(=O)NCc2ccccc2)N(C(=O)c2csnn2)C2CC2)cc1 (stereo not drawn)	0	105	102	0.1	103	101	89	101
Cc1ccc(N=C(c2cccs2)N2CCOCC2)cc1	5	94	94	-0.2	82	/	97	91
COc1ccc(/C(C)=N/N=C(\C)c2ccc(OC)cc2OC)c(OC)c1	-2	102	98	0.0	100	91	104	102
COc1cc(C(=O)NNC(=O)COc2ccc(Cl)cc2)ccc1OCC(=O)N1CCOCC1	-1	104	101	0.2	109	103	88	103
Cc1nn(CC(=O)NC2CCS(=O)(=O)C2)c(C)c1[N+](=O)[O-] (stereo not drawn)	0	106	106	0.1	107	97	96	104
CCOc1ccc(NC(=O)N2CCC(C(=O)c3ccc(F)cc3)CC2)cc1	-5	105	98	0.2	94	111	99	107
CN(C)C(=O)CSc1nnc(Cc2ccccc2)n1Cc1ccco1	2	106	109	-0.1	/	97	101	102
NC(=O)NC(=O)COC(=O)c1sc2ccccc2c1Cl	0	100	108	0.0	103	105	99	100
CC(Sc1nc(-c2ccccc2)cs1)C(=O)Nc1ccc(Cl)cn1 (stereo not drawn)	8	97	91	-0.1	102	92	93	99
CCOc1ccc(N2CC(C(=O)NCCCc3ccccc3)CC2=O)cc1 (stereo not drawn)	0	95	99	0.1	97	92	99	102
COc1ccc(Br)cc1CN(C)CC(=O)NCCc1ccc(S(N)(=O)=O)cc1	-1	103	92	-0.1	102	93	88	102
CC(C)N(Cc1nc(-c2ccccc2)no1)C(=O)c1ccc2c(c1)OCO2	0	99	101	0.1	100	94	80	99

More structures.
SMILES	AHR activator	MEP2 TOR yeast	AGP1-GFP MLPCN	Efflux pump inh	CIT2-GFP yeast	LAP4 TOR yeast	Yeast superoxide	RPL19A-GFP yeast
Cc1cccc(N2CC(C)Cn3c2nc2c3c(=O)[nH]c(=O)n2C)c1 (stereo not drawn)	0	109	107	0.3	108	104	117	106
Cc1cc(C)c(S(=O)(=O)N2CCN(C(=O)CN3C(=O)NC4(CCCC4)C3=O)CC2)c(C)c1	-1	102	99	0.0	112	79	95	111
Cc1ccc([N+](=O)[O-])c(OCCN2CCCCCC2)c1	2	101	92	0.1	89	94	82	92
Cc1cc(C)nc(NS(=O)(=O)c2ccc(N3C(=O)C4C5C=CC(C5)C4C3=O)cc2)n1 (stereo not drawn)	-1	101	102	0.1	102	96	92	101
CN(C(=O)Cn1nc(C(=O)O)c2ccccc2c1=O)C1(C#N)CCCCC1	1	97	101	-0.2	102	97	148	95
CC1(C)Cc2ccccc2-c2[nH]c(=S)[nH]c(=O)c21	8	99	95	-0.1	98	99	91	97
CCCCC(=O)Nc1ccc(NC(=S)NC(=O)c2cccs2)cc1OC	41	110	100	0.0	99	104	97	101
O=C(CSc1ccc([N+](=O)[O-])cn1)Nc1ccc2c(c1)OCO2	6	100	98	-0.1	101	89	99	104
O=C(CCc1nc2ccccc2[nH]c1=O)OCC(=O)N1CCc2ccccc21	11	110	113	0.1	104	104	81	104
O=C(c1csc2c1CCCC2)N1CCN(c2ncccn2)CC1	-2	97	92	-0.2	89	111	85	98
COc1ccccc1CNC(=O)C(C)n1nc(C)n2c(cc3occc32)c1=O (stereo not drawn)	-1	115	110	0.1	106	116	105	107
CCOc1ccc(C(=O)CCc2nc3ccccc3s2)cc1	9	94	98	0.0	77	139	84	93
CCOC(=O)c1c(O)cc(C)cc1Nc1ccccc1	6	99	97	-0.1	99	90	92	104
CCOCCCNC(=O)C(c1ccc(Cl)cc1)N(Cc1cccs1)C(=O)CNC(C)=O (stereo not drawn)	-1	103	100	0.3	94	98	93	97
COc1ccc(OCC(=O)Nc2cccc(C(C)=O)c2)cc1	0	100	99	0.0	100	106	105	100
COc1cc2ccccc2cc1C(=O)OCc1nc2ccsc2c(=O)[nH]1	2	110	107	0.0	96	101	79	110
O=C(NNc1ncnc2ccccc12)c1cccc(Cl)c1	20	102	103	-0.1	100	99	102	99
CSCC[C@H](NC(=O)C1CCN(C(=O)[C@H](Cc2ccccc2)NS(=O)(=O)c2ccc(C)cc2)CC1)C(=O)O	1	106	93	-0.1	94	96	84	100
CC1=NN(C(=O)c2cccnc2)C(O)(C(F)(F)F)C1 (stereo not drawn)	7	107	105	-0.2	107	98	99	105
CCSc1nnc(NC(=O)CN(C)S(=O)(=O)c2ccc(F)cc2)s1	-1	105	101	0.0	98	99	94	97
Cc1nnc(SCC(=O)NCc2cccs2)n1-c1ccccc1	1	101	104	-0.1	110	102	85	102
COC(=O)C(NC(=O)c1ccccc1)=C1C=C(C)OC(C)=C1	45	209*[may fluoresce violet]	/	0.0	?	101[may fluoresce violet]	96	64[may fluoresce violet]
CC(Nc1ccccc1)c1cccnc1 (stereo not drawn)	1	98	94	0.2	83	102	98	104
O=C(CN1c2cccc3cccc(c23)S1(=O)=O)Nc1cccc(S(=O)(=O)N2CCOCC2)c1	0	100	99	0.0	97	98	98	98
